Screens: PubChem BioAssay, several laboratories
Wee1 degr inh: Wee1 degradation inhibitors, primary screen, cell-based, HeLa, Wee1K328M-luciferase, luminescence; Wee1-like protein kinase (Homo sapiens), P30291; HeLa Luc-Wee1K328M stability; 100% = proteasome inhibitor MG132 effect; reporter increase, % at 5 µM; 1.2% of 220,000 active;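 active means activation above the mean of all tested compounds plus 3 SD, set per screening run, cut at about 8.8% in these data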;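 further: cells exposed to compound for 20 h before luminescence read; 0% = DMSO alone and 100% = MG132 at 30 µM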
Rad51 HR inh: human RAD51 strand exchange inhibitors, primary screen, biochemical, fluorescence. inhibition, % at 10 µM. 0.085% of 200,000 active. hRad51 DNA strand exchange, fluorescence dequenching. DNA repair protein RAD51 homolog 1 (Homo sapiens), Q06609;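 active means inhibition above 40% at the single screening dose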;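 further: 0% = DMSO control wells and 100% = blanks with heterologous ssDNA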
Target sequence (Q06609 whole entry, looked up): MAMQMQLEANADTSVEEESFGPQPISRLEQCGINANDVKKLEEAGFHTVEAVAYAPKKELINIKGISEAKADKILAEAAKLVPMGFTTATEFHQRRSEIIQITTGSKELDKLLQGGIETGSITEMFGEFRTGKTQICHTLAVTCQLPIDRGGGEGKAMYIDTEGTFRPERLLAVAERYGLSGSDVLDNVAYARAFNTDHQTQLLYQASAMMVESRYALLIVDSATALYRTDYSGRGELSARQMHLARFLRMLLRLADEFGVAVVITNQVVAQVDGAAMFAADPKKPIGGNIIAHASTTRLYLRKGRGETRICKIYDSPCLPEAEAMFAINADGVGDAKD
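material = hRad51 filaments on single-stranded DNA | timing = filaments 15 min 37 °C, then compound 30 min | signal = FRET fluorescence dequenching, excitation 485 nm, emission 520 nm | benchmarks = control wells and blank wells on each plate | evaluation = percent inhibition relative to plate controls and blanks | compound = 10 µM final, single point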
hK5 inh: human KLK5 protease inhibitors, primary screen, biochemical, 1536-well | Kallikrein-5 (Homo sapiens), Q9Y337 | recombinant hK5, fluorogenic AMC substrate cleavage | inhibition, % at 5 µM | 0.59% of 210,000 active | AID 873, 2007;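 active means inhibition of 40% or more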;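 further: 0% = enzyme controls without compound and 100% = no-enzyme blanks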
MDM2 E3 inh: MDM2-luciferase reporter signal enhancers, primary screen, MDM2 E3 ligase inhibitor project, cell-based, luminescence, 1536-well. 0.11% of 210,000 active. E3 ubiquitin-protein ligase Mdm2 (Homo sapiens), Q00987. signal enhancement, % at 5 µM. AID 1230, 2008. cell-based MDM2 ubiquitination luciferase reporter, 2 h; 0 = plate control, 100 = twice control, blank-subtracted;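 active means signal enhancement of 30% or more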;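 further: luminescence tracks abundance of the self-degrading MDM2-luciferase fusion protein; higher signal means inhibition of MDM2 E3 ligase activity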
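Timing – 2 h compound exposure at 37 °C · Assay system – mammalian cells stably expressing self-ubiquitinating, self-degrading MDM2 E3–luciferase fusion · Amount – 2000 cells seeded into each well · Measure – % luminescence enhancement versus blank-corrected plate control mean · Measured by – SteadyLite luminescence, 15 min reagent step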
FXIIa inh: human FXIIa protease inhibitors, primary screen, biochemical, 1536-well. inhibition, % at 5 µM. Coagulation factor XII (Homo sapiens), P00748. 0.3% of 220,000 active. purified FXIIa, Boc-QGR-AMC fluorogenic substrate, 2 h; in the data active means inhibition above about 40%;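 further: 0% = enzyme with no compound and 100% = blank without enzyme; many of its hits are not listed in these tables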
Target sequence (P00748 20-372 limits assumed): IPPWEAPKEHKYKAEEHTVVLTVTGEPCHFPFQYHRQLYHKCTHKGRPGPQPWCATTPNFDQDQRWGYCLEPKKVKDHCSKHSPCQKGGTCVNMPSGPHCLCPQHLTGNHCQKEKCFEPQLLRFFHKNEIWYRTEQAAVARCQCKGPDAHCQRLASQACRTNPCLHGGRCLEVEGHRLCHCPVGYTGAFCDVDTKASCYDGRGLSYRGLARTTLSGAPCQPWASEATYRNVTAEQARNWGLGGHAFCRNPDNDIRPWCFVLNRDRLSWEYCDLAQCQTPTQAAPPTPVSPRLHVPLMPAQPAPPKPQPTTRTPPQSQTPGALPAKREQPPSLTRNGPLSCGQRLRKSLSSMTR
Target sequence (P00748 373-615 limits assumed): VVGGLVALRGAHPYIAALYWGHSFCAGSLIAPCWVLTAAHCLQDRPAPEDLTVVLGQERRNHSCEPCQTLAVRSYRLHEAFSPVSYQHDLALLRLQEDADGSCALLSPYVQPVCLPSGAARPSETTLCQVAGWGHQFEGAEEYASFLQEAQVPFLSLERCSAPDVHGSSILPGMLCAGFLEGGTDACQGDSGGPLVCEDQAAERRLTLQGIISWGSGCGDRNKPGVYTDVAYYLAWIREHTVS
FXIa inh 1536: human FXIa protease inhibitors, primary screen, biochemical, 1536-well; purified FXIa, Boc-Glu-Ala-Arg-AMC fluorogenic substrate; inhibition, % at 5 µM; 0.14% of 220,000 active; AID 798, 2007;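 active means inhibition of at least 40%; inactive means inhibition below 40%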;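 further: fluorescence of freed AMC excited at 355 nm; 0% = enzyme without compound and 100% = no enzyme blank; many of its hits are not listed in these tables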
eIF4E-4G inh: eIF4E–eIF4G protein interaction inhibitors, primary screen, biochemical, uHTS, TR-FRET, eIF4GI fragment; Eukaryotic translation initiation factor 4E (Mus musculus) + Eukaryotic translation …; TR-FRET eIF4E-eIF4GI(517-606) binding, 2 h; inhibition, % at 21.7 µM; 0.37% of 220,000 active;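 active means inhibition above about 30%, limit read from the data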;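 further: 0% = full FRET control wells and 100% = background wells lacking eIF4GI fragment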
p97 inhibitor: inhibitors of human p97 ATPase, primary screen, biochemical; inhibition, % at 8 µM; 0.42% of 220,000 active; recombinant p97 ATPase, Kinase-Glo ATP luminescence, 3 h; in the data active means inhibition above about 15%;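 further: 0% = DMSO vehicle and 100% = wells lacking enzyme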
14-3-3 Bad inh: inhibitors of 14-3-3 zeta/Bad binding, primary screen, biochemical, TR-FRET, bovine 14-3-3 zeta. 14-3-3 protein zeta/delta (Bos taurus), P63103. TR-FRET 14-3-3zeta/Dy647-pBad peptide displacement, 1 h. inhibition, % at 21.7 µM. 0.71% of 220,000 active. AID 781, 2007;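 active means inhibition above about 70%, limit read from the data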;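 further: 0% = full 14-3-3 plus peptide FRET controls and 100% = background without 14-3-3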
* marks the source's active call; other numbers are inactive results; i = inactive; x = not tested or not shown; [ ] = another dose, or the depositor's remark.

SMILES	Wee1 degr inh	Rad51 HR inh	hK5 inh	MDM2 E3 inh	FXIIa inh	FXIa inh 1536	eIF4E-4G inh	p97 inhibitor	14-3-3 Bad inh
Cc1ccc(/C=[N+](\[O-])c2ccc(N(C)C)cc2)c2nsnc12	-2	x	22	-12	11	0	3	6	-20
O=C(CNC(=O)c1cc(=O)[nH]c2ccccc12)Nc1ccc(F)c(F)c1	0	-4	6	-9	8	0	5	0	-5
N#CC1(Cc2ccccc2)c2ccccc2C=CN1C(=O)c1ccccc1 (configuration not stated)	2	-7	2	-18	20	7	-1	-3	11
O=C1CC(N2CCCCC2)C(=O)N1c1ccccc1 (configuration not stated)	0	-4	-9	10	10	4	-2	4	4
Nc1c(C(=O)O)cnc2c(-c3ccc(Cl)cc3)cnn12	3	24	-2	-17	8	-3	0	4	-3
COc1ccc(NC(=O)[C@@H]2[C@@H]3C(=O)N(C4CCCCC4)C(=O)[C@@H]3C3c4ccccc4C=CN32)cc1 (some centres not stated)	-2	-15	5	-15	8	6	5	8	-2
COC(=O)C1=C(CSc2nc3c(cc2C#N)CN(C)CC3)OC(N)=C(C#N)C1c1ccc(F)cc1 (configuration not stated)	-2	-13	-7	-1	12	3	3	7	-3
COc1ccc2[nH]c(=O)c(CN(CCc3cccc(C)c3)C(C)=O)cc2c1	-1	3	-14	9	13	6	5	2	10
Cc1cc2n(n1)C(c1c[nH]c3ccccc13)Nc1ccccc1-2 (configuration not stated)	-1	3	1	13	0	7	16[fluorescence artefact?]	-2	-1
COc1ccc2nc(/C=N/NC(=O)CCNC(=O)OC(C)(C)C)ccc2c1	1	8	-2	-4	5	-1	-4	1	5
O=C(CN1C(=O)c2ccccc2C1=O)N1CCOCC1	-1	9	-15	-9	15	6	-2	1	-3
COc1ccc(CN2CCN(CCCCOc3ccc(Cl)cc3)CC2)c(OC)c1OC	-1	x	x	-19	1	-4	-1	-4	47
CN(Cc1cccs1)C(=O)CSc1nc2ccccc2[nH]1	0	4	-4	-14	-2	-2	-2	3	-5
O=C(Nc1ccc2c(c1)OCO2)C1CCCN1C(=O)OCc1ccccc1 (configuration not stated)	-3	-3	3	-17	-4	-4	-2	-1	-6
O=C(NCc1ccco1)C1CCN(S(=O)(=O)c2cccc3cccnc23)CC1	x	-4	-12	1	14	6	2	x	-1
Cn1cc(/C=C/C(=O)N2CCCC(C(=O)c3cccc(C(F)(F)F)c3)C2)cn1 (configuration not stated)	-2	9	x	-6	12	4	4	-2	-20
CCNS(=O)(=O)c1cc(OC)c(Cl)cc1OC	3	1	-5	-5	7	7	-2	9	-11
Cc1ccc(NC(=O)c2ccc(S(=O)(=O)NCC3CCCO3)cc2)cc1C (configuration not stated)	0	-2	-7	-11	0	-5	3	1	1
COC(=O)N/N=C/c1ccccc1OCCOc1ccc(OC)cc1	-1	x	-1	-10	4	0	2	6	4
CCn1c(N2CCN(CC(=O)c3c(C)n(C)c4ccc(OC)cc34)CC2)nc2c1c(=O)[nH]c(=O)n2C	-3	37	2	x	14	3	-5	11	-2
C=CCn1c(=O)c2ccc(C(=O)NCc3ccccc3)cc2n(Cc2ccc(C)cc2)c1=O	-1	x	-5	x	8	5	1	12	2
CCC1CCCCN1c1nc(-c2ccncc2)nc2ccccc12 (configuration not stated)	2	-2	-5	-22	26	6	1[fluorescence artefact?]	-3	3
Cn1c(=O)n(C)c2cc(S(=O)(=O)NCCO)ccc21	-1	0	-17	-6	-21	-7	6	-4	-6
Cc1c(C(=O)NNS(=O)(=O)c2ccccc2Cl)sc(=S)n1C	4	-1	-3	-15	1	-2	2[fluorescence artefact?]	3	-12[fluorescence artefact?]
Cc1cc2c(Nc3ccccc3)ncnc2s1	-2	10	-5	-19	-2	-3	4	6	7

(list continues)
SMILES	Wee1 degr inh	Rad51 HR inh	hK5 inh	MDM2 E3 inh	FXIIa inh	FXIa inh 1536	eIF4E-4G inh	p97 inhibitor	14-3-3 Bad inh
Cc1ccccc1-n1cnc2c(sc3nc(N4CCOCC4)c4c(c32)CCCC4)c1=O	0	-22	-4	-16	11	8	2	4	6
Cc1cc2c(cc1C)N(C(=O)CSC1=NCCS1)C(C)(C)c1ssc(=S)c1-2	2	7	3	1	-7	-4	4	0	4
COc1cccc2cc(C(=O)N3C(C)CCCC3C)c(=O)oc12 (configuration not stated)	-2	0	-11	-17	29	18	-2	1	10
Cc1cc(C2=NNC(=Nc3ccccc3)SC2)c(C)n1C	2	-5	0	-8	8	2	-6	9	-6
CC(=O)N(c1ccc(Cl)cc1)c1cn(C(C)=O)c2ccccc12	2	28	-5	-20	9	-1	0	2	-8
CCOC(=O)C(CC(=O)O)NCc1ccco1 (configuration not stated)	-3	x	1	-6	6	1	3	5	5
CCCCn1nc(NC(=O)c2cccs2)c2cc3ccccc3nc21	0	-41	-3	-18	13	3	1	-1	39
CCCn1c(=S)[nH]c2cc(C(=O)N3CCCC(C(=O)OCC)C3)ccc2c1=O (configuration not stated)	-1	4	-2	-15	12	2	3	-2	5
O=C(NC(=S)N1CCN(c2ccccc2)CC1)c1ccc(S(=O)(=O)N2CCOCC2)cc1	3	-1	-6	-4	-3	-5	-2	-1	-2
C=C(C)c1cccc(C(C)(C)NC(=O)N2CCCCC2CC)c1 (configuration not stated)	2	-1	0	-15	6	-7	-21	1	-6
O=C(NC(C(=O)N/N=C/c1ccccc1)c1n[nH]c(=O)c2ccccc12)c1ccccc1 (configuration not stated)	-1	x	4	-9	16	2	1	7	-4
CCCn1cnc2scc(-c3ccc(C)cc3)c2c1=O	-3	2	-7	-8	1	-8	-1	2	-5
O=C(CCSc1ccccc1)N1CCN(c2ccccc2)CC1	1	8	5	-10	6	-2	-4	-3	-4
COc1cccc(-c2nnn(CC(=O)Nc3ccc(C)cc3C)n2)c1OC	0	0	-1	-14	35	17	-33	2	66[fluorescence artefact?]
CC(C)(C)c1ccc(S(=O)(=O)N2CC(=O)Nc3ccccc32)cc1	1	0	-29	-1	-4	-7	-1	0	-7
COC(=O)c1sc(-c2ccc(Cl)cc2)cc1N	6	0	-1	-17	6	2	3	0	-14
COc1ccccc1CNCC(=O)NCc1ccc(C)cc1	-3	-5	-6	5	8	-4	4	4	33
O=C(NC1CCN(C(=O)NCc2ccccc2)CC1)c1ccco1	-1	-7	-9	-9	12	-1	3	4	-4[fluorescence artefact?]
CCOc1ccc2[nH]c(=O)c(CN(CCCO)C(C)=O)cc2c1	-1	3	1	-9	0	8	5	3	6
CCc1ccc(C(=O)OCC(=O)c2c(N)n(CC(C)C)c(=O)n(C)c2=O)cc1	3	17	-3	-20	2	-7	-3	-1	-6
CC(C)[C@H](NS(=O)(=O)c1cccc(C(F)(F)F)c1)C(=O)OCC(N)=O	-3	15	-20	-4	-7	0	-8	2	-5
O=C(Nc1ccc(F)cc1)C(Sc1nnc2ccccn12)c1ccccc1 (configuration not stated)	-2	5	-7	-2	7	-6	7	-2	-11
Cc1c(Cl)c(C(=O)NNC(=S)Nc2ccccc2)nn1C	0	x	-237	-6	-2	-1	2	0	5
CCn1nc(C)c(/C=N/NC(=O)c2ccoc2C)c1C	4	-5	-11	6	16	6	2[fluorescence artefact?]	-1	-2[fluorescence artefact?]
CN(CCC#N)c1ccc(/C=C(\C#N)c2ccccn2)cc1	1	i	-8	-57	7	9	13	-2	12

A different layout for 5 compounds above:
Below each SMILES – Wee1 degr inh | Rad51 HR inh | hK5 inh | MDM2 E3 inh | FXIIa inh | FXIa inh 1536 | eIF4E-4G inh | p97 inhibitor | 14-3-3 Bad inh
O=C(CCSc1ccccc1)N1CCN(c2ccccc2)CC1
    1 | 8 | 5 | -10 | 6 | -2 | -4 | -3 | -4
COc1cccc(-c2nnn(CC(=O)Nc3ccc(C)cc3C)n2)c1OC
    0 | 0 | -1 | -14 | 35 | 17 | -33 | 2 | 66[fluorescence artefact?]
CC(C)(C)c1ccc(S(=O)(=O)N2CC(=O)Nc3ccccc32)cc1
    1 | 0 | -29 | -1 | -4 | -7 | -1 | 0 | -7
COC(=O)c1sc(-c2ccc(Cl)cc2)cc1N
    6 | 0 | -1 | -17 | 6 | 2 | 3 | 0 | -14
COc1ccccc1CNCC(=O)NCc1ccc(C)cc1
    -3 | -5 | -6 | 5 | 8 | -4 | 4 | 4 | 33

Carrying on.
SMILES	Wee1 degr inh	Rad51 HR inh	hK5 inh	MDM2 E3 inh	FXIIa inh	FXIa inh 1536	eIF4E-4G inh	p97 inhibitor	14-3-3 Bad inh
Cc1nc2ncnn2c(C)c1CCC(=O)NCCCN1CCN(c2cccc(Cl)c2)CC1	3	x	-17	0	1	-2	-6[fluorescence artefact?]	0	-3
Cn1c(SCC(=O)Nc2cccc(NC(=O)c3cccs3)c2)nnc1-c1ccncc1	1	-2	-8	-41	19	3	-9	2	-13
CCOc1ccc(C(CC(=O)O)NC(=O)c2cccs2)cc1 (configuration not stated)	-1	x	-12	-1	13	9	4	4	1
CCCCC1=NC2(CCCC2)C(=O)N1Cc1ccc(-c2ccccc2-c2nn[nH]n2)cc1	3	-1	x	x	x	x	-4	0	16
COC(=O)c1sc(N2C(=O)c3oc4ccccc4c(=O)c3C2c2cccs2)nc1C (configuration not stated)	0	-1	1	-18	1	-7	9[fluorescence artefact?]	2	50[fluorescence artefact?]
C#CCOCCOCCOCCNc1nc(N2CCN(C(=O)[C@H](CCCCN)n3cc(C(N)CC(C)C)nn3)CC2)nc(N2CCN(C(=O)[C@H](CCC(=O)O)n3cc(C(N)[C@H](C)CC)nn3)CC2)n1 (some centres not stated)	1	4	0	x	10	0	1	-3	48
O=C1CC(N2CCN(c3cccc(C(F)(F)F)c3)CC2)C(=O)N1c1ccc(F)cc1 (configuration not stated)	9	-3	1	-10	1	-2	4	-1	5
COc1ccc(/C(N)=N/OC(=O)c2cccc([N+](=O)[O-])c2)cc1OC	0	-2	-23	x	9	-1	-3	-4	2
COCCNC(=O)CSc1ncnc2sc(-c3ccccc3)cc12	-2	x	16	-10	9	2	3	3	9
CC(C)Oc1ccc(CNC(=S)N/N=C/c2ccc([N+](=O)[O-])cc2)cc1	0	4	-12	-12	53*	-4	2	2	-29
CCC(=O)Nc1cccc(C2=NOC3(C2)C[C@@H](C(N)=O)N(C(=O)CC)C3)c1 (some centres not stated)	x	0	-2	-5	2	-3	0	x	-7
CC(O)C(=O)NCCOCCOCCNC(=O)C(C)O (configuration not stated)	9.5*	4	4	-1	5	4	-1	-1	4
CCOC(=O)CSc1nn(-c2ccccc2)c(=S)s1	-1	-15	-9	-7	2	-4	3	-8	1
COc1cc(NC(=O)C2=C(N3CCOCC3)/C(=C\c3ccc(Br)cc3)CC2)cc(OC)c1OC	-2	-3	-4	-20	6	6	6	-4	-5

This is a random part of the collection. About 3.5% of those tested had a hit in this group.
